Sm TGR inh: inhibitors of Schistosoma mansoni thioredoxin glutathione reductase | Q962Y6 | purified TGR, DTNB reduction, TNB absorbance 405 nm | Potency, µM (series often up to 114 µM), without a hit: top-dose activity change, negative = inhibition, actives largely listed as inhibitors | 360,000 compounds, 3% hits | AID 485364; also: potency is read from the fitted curve at half-maximal effect; nearly all actives have a fitted effect of over 60% in size
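TGR 20 nM + NADPH 100 uM (dispensed conc.), cpd preinc 15 min RT; start with NADPH (500 uM addition) then DTNB (15 mM addition). Kinetic TNB absorbance, 405 nm filter. Four-parameter Hill fit across titration.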
TbPYK inhibitor: T. brucei pyruvate kinase inhibition. 410,000 compounds, 0.12% hits. TbPYK enzyme, Kinase-Glo Plus ATP luminescence, 45 min. AID 624173. Potency, µM (doses to about 76.8 µM), for the others: at the highest dose activity, negative = inhibition, most hits filed as inhibitors; also: potency is read from the fitted curve at half-maximal effect; nearly all actives have a fitted effect of over 50% in size
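In this concentration-response screen, enzyme-free wells defined baseline while DMSO plates tracked drift. Each reaction combined TbPYK, substrate, compound and 130 uM ADP for 45 min at room temperature. Kinase-Glo Plus luminescence gave the signal.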
AmpC no deterg: AmpC beta-lactamase inhibition without detergent | P00811 | AmpC nitrocefin hydrolysis, absorbance 480 nm, 0.0001% Triton | Potency, µM (top dose mostly 57.1 µM), inactives show top-dose activity change, negative = inhibition, usual class: inhibitors | 330,000 compounds, 0.52% hits | AID 485341;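 also: potency is read from the fitted curve at half-maximal effect; plate controls were no compound for no effect and no enzyme for full effect; nearly all actives have a fitted effect of over 20% in size; some results filed as inactive show a strong effect at the top dose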
Target sequence (P00811 whole entry, looked up): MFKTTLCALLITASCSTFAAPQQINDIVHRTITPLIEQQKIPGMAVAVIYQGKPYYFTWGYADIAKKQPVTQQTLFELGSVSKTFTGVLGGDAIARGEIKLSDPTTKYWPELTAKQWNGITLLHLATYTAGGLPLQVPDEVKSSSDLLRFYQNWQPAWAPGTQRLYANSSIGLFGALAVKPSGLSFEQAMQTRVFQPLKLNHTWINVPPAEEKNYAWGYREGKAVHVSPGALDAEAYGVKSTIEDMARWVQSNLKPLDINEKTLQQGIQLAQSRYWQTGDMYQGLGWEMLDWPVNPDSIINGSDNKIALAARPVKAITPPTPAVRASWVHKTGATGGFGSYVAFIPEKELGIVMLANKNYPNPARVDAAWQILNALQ
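AmpC (5.3 nM in the dispensed reagent) in 20 mM phosphate pH 7.0 with 0.01% (detergent screen) or 0.0001% Triton X-100 was preincubated with compounds for 15 min at room temperature. Nitrocefin was then added from an 800 uM solution, and hydrolysis was followed at 480 nm.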
LmPK inhibitor: LmPK (Leishmania mexicana) enzyme inhibition; 290,000 compounds, 0.37% hits; Q27686; Potency, µM (highest dose often 57.5 µM), for the others: at the highest dose activity change, negative = inhibition, hits mostly inhibitors; purified LmPK, Kinase-Glo ATP luminescence, 1 h; also: potency is read from the fitted curve at half-maximal effect
Target sequence (Q27686 whole entry, looked up): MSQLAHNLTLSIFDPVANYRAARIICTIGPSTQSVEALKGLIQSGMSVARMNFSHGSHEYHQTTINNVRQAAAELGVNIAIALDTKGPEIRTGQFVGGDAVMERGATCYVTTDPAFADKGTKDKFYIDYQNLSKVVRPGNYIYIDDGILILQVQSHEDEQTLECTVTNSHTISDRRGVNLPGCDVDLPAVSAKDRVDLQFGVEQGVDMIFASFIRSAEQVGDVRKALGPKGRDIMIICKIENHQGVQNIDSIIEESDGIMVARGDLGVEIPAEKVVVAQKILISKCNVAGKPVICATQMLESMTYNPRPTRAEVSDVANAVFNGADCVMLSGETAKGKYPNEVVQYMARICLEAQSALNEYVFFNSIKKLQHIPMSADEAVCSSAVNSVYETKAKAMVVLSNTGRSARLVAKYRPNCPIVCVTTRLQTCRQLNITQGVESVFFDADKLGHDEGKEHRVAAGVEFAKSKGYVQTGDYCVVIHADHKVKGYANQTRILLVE
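0.1 nM LmPK, 0.5 mM PEP, 0.1 mM ADP; 50 mM imidazole pH 7.2, 7 mM MgCl2, 50 mM KCl; 1 h RT. Kinase-Glo luminescence readout, normalized to no-enzyme (full inhibition) and uninhibited wells.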
AMA1-RON2 inh: AMA1-RON2 (P. falciparum) interaction inhibition. 360,000 compounds, 0.2% hits. AID 720542. AlphaScreen AMA1-biotinylated RON2 peptide binding. Potency, µM (doses to about 58.2 µM), for inactives: top-dose activity change, negative = inhibition, most hits filed as inhibitors;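 also: potency is read from the fitted curve at half-maximal effect; 0% = vehicle wells and -100% = peptide control; nearly all actives have a fitted effect of over 45% in size; some results filed as inactive show a strong effect at the top dose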
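AMA1 (3D7) with his tag at 25 nM final met compounds first, then biotinylated RON2 peptide at 25 nM; detection used donor plus acceptor beads, 10 µg/mL apiece, read by AlphaScreen after 30 min at room temperature.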
HCMV antiviral: human cytomegalovirus inhibition; HFF cells, HCMV-luciferase reporter, 72 h; hits give low values; 410,000 compounds, 4.5% hits; activity change, negative = inhibition, % at 57.5 µM; in the data active = activity change below about -60%; inconclusive = no clear call, values can overlap the other calls; inactive = above about -39%
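Two-dose cell screen: HFF monolayers treated with compounds and infected with luciferase-expressing HCMV at 1 PFU/cell, 72 h at 37C, then lysed for luciferase measurement.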
AmpC detergent: inhibitors of E. coli AmpC beta-lactamase with detergent; 370,000 compounds, 0.041% hits; Potency, µM (series often up to 114 µM), for the others: top-dose activity change, negative = inhibition, actives largely listed as inhibitors; P00811; AmpC hydrolysis of nitrocefin, absorbance 480 nm, 0.01% Triton; AID 485294;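 also: potency is read from the fitted curve at half-maximal effect; 0% = no-compound wells and -100% = no-enzyme wells; nearly all actives have a fitted effect of over 25% in size; some results filed as inactive show a strong effect at the top dose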
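20 mM phosphate pH 7.0 + 0.01% (detergent screen) or 0.0001% Triton X-100; 5.3 nM AmpC reagent; cpd preinc 15 min RT; nitrocefin (800 uM stock) to start; A480 q20 s × 4 min; Activity was normalised to no-enzyme and no-compound control wells.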
* marks the source's active call; other numbers are inactive results; ? = inconclusive; · = no result given; & = joins results of further samples; [ ] = dose if it differs, or a comment. Unless noted, calls follow the shape of the dose curve; as a rule, active = well fitted curve in the direction sought with a large enough effect; inconclusive = small, poorly fitted or top-dose-only effect, or another doubt; inactive = no such curve, though single readings can be large; an effect the other way counts as inactive or inconclusive. Unless noted, % is scaled to controls: 0 for no effect and ±100 for the full control effect.

SMILES	Sm TGR inh	TbPYK inhibitor	AmpC no deterg	LmPK inhibitor	AMA1-RON2 inh	HCMV antiviral	AmpC detergent
O=C(CCn1c(=O)c2ccccc2n(Cc2cccnc2)c1=O)NCc1ccc2c(c1)OCO2	5%	-10%	-10%	-5%	-6%	-36	-11%
CCN(CC)c1nc2ccccc2[nH]c1=O	17%	3%	-32%	2%	-3%	1	8%
COCCn1c(C)cc(O)c(C(c2ccccc2OC)N2CCN(c3ccccc3)CC2)c1=O (stereo unspecified)	3.5µM*	1%	·	·	·	10	15%
CCCN(CCC)C(=O)c1cc(S(=O)(=O)N2CCCCC2)c[nH]1	-10%	6%	-7%	-1%	14%	57	-2%
O=C1C(Cl)=C(N2CCCCC2)C(=O)N1Cc1ccccc1	4%	-2%	-26%	5%	77%[activator]	?	5%
O=[N+]([O-])c1ccccc1NS(=O)(=O)c1ccccc1	·	4%	·	·	-22%	-2	·
Cc1noc(C)c1COC(=O)C1(c2cccc(F)c2)CCCC1	2%	-6%	0%	0%	11%	60	-15%
Cc1cc(N2CCOCC2)c2c(N)cc(C)c(C)c2n1	1%	-5%	-5%	-6%	-1%	-39	?
CCOC(=O)/C(C#N)=C\c1ccc(O)c(OC)c1	?	-5%	-3%	1%	0%	6	-10%
O=C1CCCC2=C1C(c1ccncc1)c1c(nc(SCc3ccccc3Cl)[nH]c1=O)N2 (stereo unspecified)	2%	-11%	25%	1%	-10%	7	-5%
CCOC(=O)c1sc2nc(C)n(CC(=O)NCC3CCCO3)c(=O)c2c1C (stereo unspecified)	4%	0%	-32%	-5%	16%	-14	?
O=c1cc(C(O)C[N+](=O)[O-])occ1OCc1ccccc1 (stereo unspecified)	·	-20%	·	·	9%	17	·
Cc1ccc(C)c(NC(=O)Cn2cnc3nc4c(cc3c2=O)CCCC4)c1	-11%	6%	·	·	·	35	0%
Cc1ccccc1OCC(=O)Nc1cccc(S(=O)(=O)NC2=NCCCCC2)c1	-3%	2%	-12%	·	-15%	-33	-13%
CCCC(=O)Oc1ccccc1C1SCc2cc(C)c(C)cc2CS1	3%	-22%	-14%	1%	-14%	-60*	3%
CC(C(=O)Nc1ccc(O)cc1)c1cccc(C(=O)c2ccccc2)c1 (stereo unspecified)	·	-8%	-49%	0%	20%	-63*	-5%
O=C(NNc1ccccc1)Nc1cc(Cl)ccc1Cl	·	-4%	·	·	?	-28	·
O=C(c1cccc([N+](=O)[O-])c1)N1c2nc(-c3ccco3)nn2C2(CCCCC2)[C@@H]2CCCC[C@@H]21	?	-6%	·	·	·	-77*	1%
Cc1ccc(C)c(-n2sc3ccc(F)cc3c2=O)c1	-21%	?	-33%	·	9%	-87*	-14%
Cc1nc2ccccc2n1Cc1n[nH]c(=S)n1-c1ccc(Cl)cc1	-11%	?	-48%	-21%	-20%	-35	-14%
COc1ccc(CCNC(=O)CSc2nc3scc(-c4ccccc4)c3c(=O)[nH]2)cc1	·	8%	-31%	·	27%	-34	·
COc1ccc(C(=O)Nc2nc3ccccc3[nH]2)cc1S(=O)(=O)N1CCOCC1	-10%	1%	15%	-4%	78%[activator]	47	1%
Cc1cc(C(=O)Nc2ccccc2C#N)n(-c2ccccc2)n1	-16%	-5%	-6%	0%	-1%	13	?
COc1ccc(NC(=O)COC(=O)c2ccncc2)c(OC)c1	6%	-4%	-11%	2%	9%	57	-4%
COc1ccccc1CNS(=O)(=O)c1c(C)cc(C)cc1C	·	1%	·	·	-9%	-20	·
Clc1ccc(CN(Cc2ccc(Cl)cc2)c2nn[nH]n2)cc1	8%	0%	?	-5%	-15%	3	7%
O=S(=O)(O)c1nnc2sc3ccccc3n12	1%	3%	-14%	-3%	-13%	-2	?
Cc1ccc2nc(-c3ccsc3)c(Nc3ccc(C(C)C)cc3)n2c1	-1%	-7%	·	·	·	25	15%
O=C(CSCc1c(Cl)cccc1Cl)NCc1cccnc1	0%	3%	-26%	1%	0%	2	-8%
Cc1nc2cc3c(=O)n(C)cnc3cc2n1Cc1ccccc1	·	-4%	·	·	4%	44	·
Cc1ccc(NC2=CC(=O)C(=O)c3ccccc32)cc1	-25%	0%	-12%	-17%	-19%	-104*	-10%
C=CCOc1ccc(/C=C/C(C)=N\O)cc1	-15%	·	-11%	?	-7%	-30	-3%
O=C(NCCc1ccc(Cl)cc1)C1CCCN(c2ncnc3c2nc2n3CCCCC2)C1 (stereo unspecified)	-3%	-1%	39%[activator]	8%	0%	-26	7%
CCn1c(=O)n(CC)c2cc(N3CCCC3)c(NC(=O)Nc3cc(C)cc(C)c3)cc21	-10%	1%	·	·	·	-24	10%
CCOC(=O)C1C(=O)N(C(=O)c2cncc(Br)c2)CC1c1ccccc1 (stereo unspecified)	0%	?	0%	-7%	-11%	23	?
O=C(NCCS(=O)(=O)N1CCN(c2ccc(F)cc2)CC1)C1CC(=O)N(c2ccccc2)C1 (stereo unspecified)	8%&4%	-7%&-1%	-7%	2%	-7%	-7&27	-2%&-2%
COc1ccc(C(=O)NCc2nnc(SCC(=O)N3CCC(C)CC3)o2)cc1OC	-33%	-19%	-12%	12%	-7%	53	?
CCNC(=S)NNc1nc(N2CCOCC2)nc(N2CCOCC2)n1	21%	1%	-8%	9%[11.5 µM]	81%[activator]	13	4%
Cc1cc(C)c2c(c1)NC(=O)C2(O)CC(=O)c1cccs1 (stereo unspecified)	3%	0%	·	0%	-10%	24	4%
Cc1ccc(C(=O)Nc2ccc(SC(F)F)cc2)s1	-1%	-8%	-18%	2%	0%	-15	-6%
S=C(c1ccc2c(c1)OCO2)N1CCCCC1	5%	4%	-16%	2%	-4%	32	?
COc1cccc(CNC(=O)CN(c2ccc(C)cc2)S(=O)(=O)N(C)C)c1OC	2%	-4%	·	·	·	-18	6%
CCN(CC(=O)Nc1c(F)cccc1F)C(=O)CCN1C(=O)C2CC=CCC2C1=O (stereo unspecified)	0%	1%	-9%	·	11%	-4	-7%
c1ccc(Sc2ncccn2)nc1	1%	-10%	-17%	7%	6%	18	-8%
CCN1CCCC1CNC(=O)c1cn(CC)c2ccc(S(=O)(=O)N3CCCCCC3)cc2c1=O (stereo unspecified)	7%	·	82%[activator]	-1%	·	·	-4%
COc1ccc(CCNc2ccc([N+](=O)[O-])cn2)cc1	-19%	0%	-27%	4%	9%	5	-15%
Cn1c(=O)n(C)c2cc(/C=N/NC(=O)c3ccc(Cl)cc3)ccc21	3%	-11%	21%	1%	114%[activator]	-8	-2%
CCOC(=O)N1CCN(C(=O)/C(=C/c2ccccc2OC)NC(=O)c2ccccc2)CC1	-17%	-4%	41%	-5%	0%	-15	1%
CC(=O)NCc1cc(Cl)c2cccnc2c1O	-21%	·	-6%	·	·	·	-6%
Nc1ccc(Oc2ccc(Br)cc2)cc1	8%	-3%	-13%	2%	?	-6	-1%
CN(c1cc2c(c3c1ccn3C)C1CCC2O1)C1CCCCC1 (stereo unspecified)	·	-15%	·	·	?	4	·
CCNc1nc(N)c(C(=O)c2ccc(Cl)s2)s1	-3%	6%	-15%	1%	5%	-35	?
CCOC(=O)c1c(NC(=O)COC(=O)c2ncc(Cl)c(Cl)c2Cl)sc(C(=O)N(C)C)c1C	-16%	7%	157%[activator]	·	-14%	·	-6%
CCCc1cc(C(=O)Nc2ccc(F)c(Cl)c2)no1	-6%	0%	-13%	-15%	20%	16	-7%
CCOc1cccc(-c2cc(-c3n[nH]c(=S)n3CC)c3ccccc3n2)c1	-2%	?	-39%	0%	10%	-25	-5%
COc1ccc(N2CC(C(=O)NCCC3=CCCCC3)CC2=O)c(OC)c1 (stereo unspecified)	3%	0%	36%	·	22%	-16	-6%
O=C(C1CCCN(c2ncnc3c2nc2n3CCCCC2)C1)N1CCN(c2ccccc2)CC1 (stereo unspecified)	13%	-7%	193%[activator]	0%	6%	-62*	0%
O=C(Nc1ccc(Cl)cc1)Nc1nnc(CSCc2ccc(Cl)cc2)s1	-8%	-7%	-28%	-3%	2%	-67*	1%
Cc1nc(NCCN2CCOCC2)c2oc3ccccc3c2n1	3%	-5%	-4%	-4%	9%	8	-15%
O=C(NCc1ccc(F)cc1)c1c(O)nc2ccccn2c1=O	7%	-3%	·	·	·	-61*	17%
(next part)
SMILES	Sm TGR inh	TbPYK inhibitor	AmpC no deterg	LmPK inhibitor	AMA1-RON2 inh	HCMV antiviral	AmpC detergent
Cc1ccc(-n2nc3cc(Cl)c(NC(=O)c4ccco4)cc3n2)cc1	-2%	-4%	-24%	5%	-7%	30	0%
O=C(CSc1nnc(-c2cccnc2)s1)Nc1ccnc2ccccc12	-8%	-8%	-44%	2%	-4%	-92*	?
Cc1cccc(OCCc2nnc(N)s2)c1C	-1%	-6%	-16%	-3%	5%	43	-12%
COc1cc(/C=N/NC(=O)CNC(=O)c2ccco2)ccc1O	0%	2%	-37%	1%	-3%	-22	-1%
O=C(N/N=C/c1cccs1)c1cccc(NC(=O)c2ccccc2Cl)c1	-7%	-3%	-27%	3%	8%	-27	-4%
Cc1nc2ccc(S(=O)(=O)N3CCCCC3)cc2s1	0%	1%	-21%	-1%	19%	11	-10%
Cc1ccc(NC(=O)CN2C(=O)NC3(CCCCC3)C2=O)cc1S(=O)(=O)N1CCOCC1	·	-4%	6%	·	10%	18	·
C/C(=N\NC(=O)c1ccccc1Br)c1ccc(N2CCOCC2)cc1	10%	2%	-17%	-3%	44%[activator]	48	-10%
Nc1nc2cc(Br)ccc2o1	·	-4%	·	·	17%	-21	·
COc1ccc2oc(C(=O)OCC(=O)N(CC(C)C)c3c(N)n(Cc4ccccc4)c(=O)[nH]c3=O)c(C)c2c1	0%	-4%	-52%	·	-9%	?	-21%
S=C(Nc1ccccc1)N1CCCN1c1ccccc1	16%	1%	-8%	0%	5%	-24	-1%

Record cards, from the list above. Screens in order: Sm TGR inh	TbPYK inhibitor	AmpC no deterg	LmPK inhibitor	AMA1-RON2 inh	HCMV antiviral	AmpC detergent
O=C(NCc1ccc(F)cc1)c1c(O)nc2ccccn2c1=O reads 7%	-3%	·	·	·	-61*	17%
O=C(C1CCCN(c2ncnc3c2nc2n3CCCCC2)C1)N1CCN(c2ccccc2)CC1 (stereo unspecified) reads 13%	-7%	193%[activator]	0%	6%	-62*	0%
O=C(CCn1c(=O)c2ccccc2n(Cc2cccnc2)c1=O)NCc1ccc2c(c1)OCO2 reads 5%	-10%	-10%	-5%	-6%	-36	-11%
CCCC(=O)Oc1ccccc1C1SCc2cc(C)c(C)cc2CS1 reads 3%	-22%	-14%	1%	-14%	-60*	3%
